Diaph inh CS – diaphorase inhibitors and chemical oxidizers, primary screen, counter-screen for diaphorase-coupled primary assays, biochemical, uHTS, resorufin fluorescence; diaphorase resazurin-to-resorufin fluorescence, NADH, 16 min; bacterial (C. kluyveri) enzyme, not human; 0.69% of 190,000 active; AID 1217, 2008; inhibition, % at 20 µM;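 active = primary screen inhibition at 20 µM above a set limit, cut at about 50% in these data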;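 note: plate controls were DMSO with full reaction for no effect and wells lacking NADH for full effect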
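material = Clostridium kluyveri diaphorase enzyme | amount = 0.14 U/mL diaphorase, enzyme working solution | schedule = incubation 16 min, room temperature | detection = fluorescence of resorufin formed from resazurin, Ex 544/Em 590 nm | benchmarks = positive control minus NADH, DMSO neutral control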
FLuc stim CS – FLuc activators, initial screening, artefact control for FLuc-dependent activation tests, biochemical, ATPlite luminescence. activation factor at 10 µM. 200,000 tested, under 10 active. Luciferin 4-monooxygenase (Photinus pyralis), P08659. AID 1027, 2008. ATPlite luciferase biochemical, 10 min; 0 = ATP-free wells, 1 = DMSO control;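 active = luciferase activation factor, scaled between plate controls, of at least 2 with compound at 10 µM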
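Assay system – cell-free luciferase reagent · Medium – PBS-based ATP solution · Dosing – test compounds dosed from 2 mM stocks in 100% DMSO · Timing – 10 min, room temperature · Technique – light output (luminescence) · Measure – luminescence gain marking luciferase activators · Controls – No-ATP low control, compound-free enzyme-plus-ATP high control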
FLuc inh counter – firefly luciferase enzyme inhibitors, primary screen, artefact control for luciferase-based inhibitor screens, biochemical, luminescence, ATPLite. inhibition, % at 10 µM. Luciferin 4-monooxygenase (Photinus pyralis), P08659. AID 1006, 2008. 1.5% of 200,000 active. 10 min;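 active = inhibition above about 50% when tested at 10 µM, limit read from the data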
TLR4 MyD88 comp – inhibitors of TLR4-MyD88 association in cells, primary screen, cell-based, HeLa CL3-4, BLA complementation, FRET ratio. inhibition, % at 8.4 µM. 0.18% of 200,000 active. HeLa CL3-4 TLR4/MyD88 BLA complementation; in the data active = inhibition above about 25%;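 note: 0% = vehicle and 100% = reference inhibitor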
Target sequence (O00206 whole entry, looked up): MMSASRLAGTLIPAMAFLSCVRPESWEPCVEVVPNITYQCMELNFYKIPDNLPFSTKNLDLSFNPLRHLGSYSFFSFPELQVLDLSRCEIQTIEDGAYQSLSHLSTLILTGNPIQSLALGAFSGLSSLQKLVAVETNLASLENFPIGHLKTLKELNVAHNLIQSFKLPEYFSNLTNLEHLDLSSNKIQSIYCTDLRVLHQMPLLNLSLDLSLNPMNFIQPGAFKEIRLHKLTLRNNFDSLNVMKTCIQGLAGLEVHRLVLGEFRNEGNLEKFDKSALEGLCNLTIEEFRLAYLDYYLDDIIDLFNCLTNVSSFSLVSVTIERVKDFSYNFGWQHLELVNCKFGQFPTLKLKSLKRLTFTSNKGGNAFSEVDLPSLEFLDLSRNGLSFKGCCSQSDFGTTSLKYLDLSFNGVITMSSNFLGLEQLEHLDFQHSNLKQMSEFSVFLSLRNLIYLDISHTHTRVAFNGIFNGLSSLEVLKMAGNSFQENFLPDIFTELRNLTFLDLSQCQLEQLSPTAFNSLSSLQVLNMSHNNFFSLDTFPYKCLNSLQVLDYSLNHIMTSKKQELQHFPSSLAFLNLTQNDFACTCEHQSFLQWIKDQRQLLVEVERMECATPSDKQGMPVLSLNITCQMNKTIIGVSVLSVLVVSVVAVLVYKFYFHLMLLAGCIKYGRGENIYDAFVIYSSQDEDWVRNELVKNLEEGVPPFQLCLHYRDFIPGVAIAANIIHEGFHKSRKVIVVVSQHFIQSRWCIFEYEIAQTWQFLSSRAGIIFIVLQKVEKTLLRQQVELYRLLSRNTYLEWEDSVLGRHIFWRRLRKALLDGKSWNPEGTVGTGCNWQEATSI
Target sequence (Q99836 whole entry, looked up): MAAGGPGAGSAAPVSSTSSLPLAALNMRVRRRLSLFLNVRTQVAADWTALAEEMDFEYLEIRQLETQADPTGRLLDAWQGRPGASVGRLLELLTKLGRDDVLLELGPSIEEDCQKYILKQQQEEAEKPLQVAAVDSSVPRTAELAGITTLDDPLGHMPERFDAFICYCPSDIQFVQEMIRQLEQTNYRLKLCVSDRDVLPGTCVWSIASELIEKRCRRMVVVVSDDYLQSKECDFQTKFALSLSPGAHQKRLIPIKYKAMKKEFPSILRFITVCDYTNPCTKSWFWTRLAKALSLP
APP 5UTR inh – inhibitors of APP translation via 5'UTR reporter, primary screen, APP 5'UTR luciferase, SH-SY5Y cells | SH-SY5Y APP 5'UTR-luciferase reporter, luminescence | inhibition, % at 2 µM | 0.82% of 190,000 active | AID 1285, 2008;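 active = inhibition above a set limit, derived from the sample mean plus 3 SD, cut at about 45% in these data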; note: values of inactives mirror those of a sister screen read the other way
STAT1 activator – STAT1 signaling activators, primary screen, cell-based, HTS, luciferase reporter; NIH 3T3 STAT1-luciferase reporter, IFN-gamma, luminescence; 100% = IFN-gamma alone, no compound; 2.6% of 200,000 active; activation (% of control), % at 5.5 µM; AID 932, 2007;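 active = activation above the screen-wide mean activation plus 3 SD, cut at about 130% in these data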;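 note: raw ratio to IFN-gamma control signal so 100% means no change and 0% no light; values of inactives mirror those of a sister screen read the other way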
Diaph act CS – compounds boosting diaphorase resazurin reduction – biochemical, uHTS, resorufin fluorescence, counter-screen for diaphorase-coupled primary assays, primary screen | Diaphorase/resazurin coupled assay, 16 min; active compounds read high; 1 = vehicle wells, 0 = NADH-free wells | activation factor at 20 µM | 0.005% of 190,000 active;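 active = diaphorase activity raised at least twofold by the compound at 20 µM; inactive = activation factor below 2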
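Material: Clostridium kluyveri diaphorase, purified enzyme; Quantity: enzyme 0.07 U/mL final; Medium: HEPES pH 7.4 buffer with MgCl2 and Tween 20; Dosing: single compound dose of 20 µM, 1% DMSO final; Schedule: 16 min reaction at room temperature; Measured by: red resorufin fluorescence at 544/590 nm excitation/emission.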
G6PDH counter – L. mesenteroides G6PDH inhibitors, counter-screen for G6PDH-coupled screening assays, biochemical, Leuconostoc mesenteroides enzyme. AID 1020, 2008. Purified L. mesenteroides G6PDH, diaphorase/resazurin coupled fluorescence, 45 min. glucose-6-phosphate dehydrogenase [Leuconostoc mesenteroides]. inhibition, % at 5 µM. 0.12% of 200,000 active; in the data active = inhibition above about 50%
APP 5'UTR act – activators of APP 5'UTR luciferase reporter, primary screen, SH-SY5Y cells; 1% of 190,000 active; SH-SY5Y APP 5'UTR luciferase reporter, luminescence; zero percent = DMSO vehicle wells; AID 1276, 2008; activation, % at 2 µM;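 active = activation above a set limit, based on mean plus 3 SD of controls, cut at about 140% in these data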; note: values of inactives mirror those of a sister screen read the other way
NF-kB neuron act – activators of NF-kB expression in neurons, primary screen, cell-based, HTS | fold change at 12.5 µM | 1.6% of 190,000 active | human neuronal cells, NF-kB reporter expression; active compounds read high; in the data active = fold change above about 3.3
An asterisk follows results filed as active; · = not tested or not shown.

Compound	Diaph inh CS	FLuc stim CS	FLuc inh counter	TLR4 MyD88 comp	APP 5UTR inh	STAT1 activator	Diaph act CS	G6PDH counter	APP 5'UTR act	NF-kB neuron act
CS(=O)(=O)N1CC(C(=O)NC2CC2)Oc2ccc(Cl)cc21 (stereo not drawn)	4	1.1	-6	16	-17	104	1	-1	17	1.2
COc1ccc(-c2cc(-c3ccccc3)nc(N3CCCC3)n2)cc1OC	10	1.1	-5	-12	12	90	0.9	6	-12	0.75
CS(=O)(=O)N(Cc1ccc(Cl)cc1)c1ccc(C(=O)N2CCN(c3ccccc3)CC2)cc1	10	1	-1	10	4	104	0.9	2	-4	0.65
COc1ccc(OCC(=O)NCCCN2CCOCC2)cc1	13	1.1	-6	6	2	99	0.9	5	-2	1.2
O=C(Cc1ccc([N+](=O)[O-])cc1)N1N=C(c2ccncc2)CC1(O)C(F)(F)F (stereo not drawn)	-8	1	1	0	-2	99	1.1	11	2	1
O=C(NC(=S)Nn1cnc2c(cnn2-c2ccccc2)c1=O)c1ccccc1	24	1.1	-9	-8	3	103	0.8	1	-3	1.1
COC(=O)C1C(=O)C=C(N2CCOCC2)CC1(C)C (stereo not drawn)	0	1	1	-17	13	103	1	11	8	1.2
O=C(NCCc1ccccc1)C1CCCN1C(=O)NCc1ccccc1 (stereo not drawn)	16	1	-4	-7	-6	99	0.8	3	6	1
CCN(CC)S(=O)(=O)c1ccc2c(c1)nc(CCC(=O)Nc1ccccc1Cc1ccccc1)n2CC	18	1	-3	-13	-5	99	0.8	0	5	0.4
O=C(NCc1ccccc1)C1=C[C@H](c2ccc3c(c2)OCO3)C[C@H](OCCCCO)O1	20	1	0	3	7	102	0.8	18	-7	1.1
CC(C)CCN1CCN(Cc2ccc(Oc3ncccn3)cc2)CC1CCO (stereo not drawn)	8	1	-5	1	3	99	0.9	1	-3	1
CC(=O)Nc1nn(C)c2nc(C)cc(C)c12	12	1.1	-5	7	-6	101	0.9	8	6	0.91

5 structures out of the list, ordered by SMILES length, ascending:
Compound	Diaph inh CS	FLuc stim CS	FLuc inh counter	TLR4 MyD88 comp	APP 5UTR inh	STAT1 activator	Diaph act CS	G6PDH counter	APP 5'UTR act	NF-kB neuron act
COc1ccc(OCC(=O)NCCCN2CCOCC2)cc1	13	1.1	-6	6	2	99	0.9	5	-2	1.2
O=C(NCCc1ccccc1)C1CCCN1C(=O)NCc1ccccc1 (stereo not drawn)	16	1	-4	-7	-6	99	0.8	3	6	1
CC(C)CCN1CCN(Cc2ccc(Oc3ncccn3)cc2)CC1CCO (stereo not drawn)	8	1	-5	1	3	99	0.9	1	-3	1
COc1ccc(-c2cc(-c3ccccc3)nc(N3CCCC3)n2)cc1OC	10	1.1	-5	-12	12	90	0.9	6	-12	0.75
O=C(NC(=S)Nn1cnc2c(cnn2-c2ccccc2)c1=O)c1ccccc1	24	1.1	-9	-8	3	103	0.8	1	-3	1.1

The results go on:
Compound	Diaph inh CS	FLuc stim CS	FLuc inh counter	TLR4 MyD88 comp	APP 5UTR inh	STAT1 activator	Diaph act CS	G6PDH counter	APP 5'UTR act	NF-kB neuron act
CCc1ccc(OCC(=O)N/N=C2\CC(=O)c3ccccc32)cc1	21	0.7	29	-14	16	102	0.8	18	-16	0.59
O=[N+]([O-])c1ccc(N2CCSCC2)cc1	5	1	0	-2	-7	101	0.9	12	7	1.4
COc1cc(/C=N/Nc2nn3cnnc3c3ccccc23)cc(OC)c1OC	-4	0.2	84*	-7	-34	101	1	4	34	0.53
COc1cc(/C=N/Nc2ccccn2)cc(OC)c1O	18	0.2	78*	8	15	107	0.8	10	-15	1.9
O=C(NC1CCCC1)C(c1ccc(Cl)cc1)N(Cc1ccc(F)cc1)C(=O)CCl (stereo not drawn)	0	1.1	-6	9	-18	97	1	-12	18	1
CCCN(CC1CC1)c1nc(N)c(C#N)c(CC#N)c1C#N	22	1.1	-6	2	·	96	0.8	0	·	1.1
COc1cc(/C=C(\C#N)C(=O)Nc2cc(C(F)(F)F)ccc2Cl)ccc1OCC(=O)Nc1cccc(C(F)(F)F)c1	5	1	-4	-8	2	98	1	8	-2	1
Cc1onc(-c2ccccc2)c1C(=O)Nc1cccc(C#N)c1	-10	1	-2	6	14	91	1.1	-2	-14	1.3
O=C(Nc1cccc(C(F)(F)F)c1)C1C2CC3OC(=O)C1C3C2 (stereo not drawn)	4	1	-4	7	-6	90	1	-1	6	1
CCNS(=O)(=O)c1ccc(NC(=O)c2ccccc2SCCOC)cc1	-7	1	1	8	-16	97	1.1	-1	15	0.98
Cc1ccc(C(=O)C2COC(=O)C2)cc1 (stereo not drawn)	7	1.1	-6	11	-5	99	0.9	-8	5	1.2
CCCc1nnc(SCC(=O)O)n1/N=C/c1ccc2c(c1)OCO2	-4	1	1	6	-8	110	1	7	7	0.97

Compound	Diaph inh CS	FLuc stim CS	FLuc inh counter	TLR4 MyD88 comp	APP 5UTR inh	STAT1 activator	Diaph act CS	G6PDH counter	APP 5'UTR act	NF-kB neuron act
COc1cc(C(=O)NCc2ccc3c(c2)OCO3)ccc1OCc1c(C)noc1C	17	1.1	-7	-1	4	101	0.8	5	-4	1.1
CC1CCC(N2CC(=O)N(Cc3ccc4c(c3)OCO4)C(c3ccc(F)cc3)C2=O)CC1 (stereo not drawn)	23	1	-2	-19	-31	84	0.8	0	31	0.84
CCOc1ccccc1OCCOCCN1CCN(Cc2ccccc2)CC1	25	1.1	-6	-2	6	103	0.7	12	-6	0.94
Cc1c(C(=O)Nc2ccc(F)c(F)c2)oc2ccc(S(=O)(=O)N3CCCCC3)cc12	19	1	-1	4	-12	101	0.8	-5	12	0.39
OC(CCCCN1CCCCC1)c1ccccc1 (stereo not drawn)	7	1.1	-10	10	-4	99	0.9	0	4	1
CC(C)(C)c1ccc(-c2n[nH]c(=S)n2C2CCCC2)cc1	13	1.1	-5	8	-9	99	0.9	2	9	0.91
Cc1ccc(S(=O)(=O)N2CCCC(C(=O)N(Cc3cccs3)C3CC3)C2)cc1 (stereo not drawn)	14	1	-1	8	-14	98	0.9	17	14	0.95
Clc1nc(CN2CCOCC2)nc2sc3c(c12)CCC3	6	1.1	-6	6	-3	103	0.9	4	3	1.3
O=C(Nc1ccc(Cl)cc1)OCCn1nnnc1C(c1ccccc1Cl)N1CCOCC1 (stereo not drawn)	-2	1	-5	-7	0	104	1	2	0	0.79
CCOC(=O)C1CCCN(c2c(C(=O)c3ccccc3)cnc3ccccc23)C1 (stereo not drawn)	8	1	-4	-2	3	84	0.9	6	-3	0.53
S=C1NCCc2ccc(Cl)cc2C1c1ccccc1Cl (stereo not drawn)	17	1	-3	0	9	103	0.8	16	-9	1.1
COc1ccccc1NC(=O)Cc1noc(CSc2nnc(N)s2)n1	0	1.1	-9	0	-8	97	1	3	8	1.1

Compound	Diaph inh CS	FLuc stim CS	FLuc inh counter	TLR4 MyD88 comp	APP 5UTR inh	STAT1 activator	Diaph act CS	G6PDH counter	APP 5'UTR act	NF-kB neuron act
CN(CCOC(=O)/C=C/c1ccco1)Cc1ccccc1	10	1	-4	-9	-2	98	0.9	4	2	1
CC1=C(C(=O)Nc2cccc([N+](=O)[O-])c2)C2(CCC(C)CC2)OC1=O (stereo not drawn)	-14	1	-4	5	-8	108	1.1	15	8	0.97
c1cnc(Nc2nc(-c3ccc4ccccc4c3)cs2)nc1	-11	1	4	-4	-30	164*	1.1	6	30	2.2
Cc1ccc2nc(N/C(N)=N/S(=O)(=O)c3ccc([N+](=O)[O-])cc3)nc(C)c2c1	19	1.1	-7	7	13	102	0.8	1	-13	0.97
O=C(NNc1cccc(Cl)c1)c1cccnc1Cl	3	1	-4	7	4	101	1	-3	-4	1.2
O=c1o[nH]c(-c2ccccc2)c1C=Nc1ccc(Cl)cc1	2	1	-1	6	-18	102	1	-3	18	1.1
O=C(CSc1nc2ccccc2s1)NC1CCS(=O)(=O)C1 (stereo not drawn)	5	1	-2	-9	-20	102	0.9	-1	20	1.1
Cc1cc(=O)[nH]c(SC(C(=O)O)c2ccccc2)n1 (stereo not drawn)	20	1.1	-6	-12	-6	108	0.8	-1	6	1
Cc1ccc(CS(=O)(=O)CCC(=O)N2CCOCC2)cc1	6	1.1	-6	-15	-19	100	0.9	3	19	1.2
COc1ccc(/C=C/C(=O)c2ccccc2)c(OC)c1	2	0.3	71*	2	-236	147*	1	4	236*	7.7*
O=[N+]([O-])c1ccc(N2CCOCC2)cc1NCCCO	7	1	3	-6	-6	109	0.9	14	6	1.1
CC1(C)Cc2c(c(-c3ccccc3)[nH]c(=O)c2C#N)CS1	-4	1	0	-2	-18	99	1	3	18	1.6

Compound	Diaph inh CS	FLuc stim CS	FLuc inh counter	TLR4 MyD88 comp	APP 5UTR inh	STAT1 activator	Diaph act CS	G6PDH counter	APP 5'UTR act	NF-kB neuron act
CN(C(=O)C(Cl)Cl)c1ccc(OC(=O)c2ccco2)cc1	0	1	-1	11	-4	90	1	15	5	1.3
COCCn1c(SCc2cnc(-c3ccccc3)s2)nnc1-c1ccncc1	-2	0.9	9	12	-10	97	1	0	10	0.97
Cc1onc(-c2c(Cl)cccc2Cl)c1C(=O)c1c[nH]c(C(=O)NC2CC2)c1	7	1.1	-8	-6	6	97	0.9	-10	-6	0.75
CSC1=NC2(CCCCC2)CC12C=CC(=O)C=C2	10	1.1	-6	-1	-27	90	0.9	5	27	1.1
O=C(COC(=O)c1cccc([N+](=O)[O-])c1)NCc1cccs1	11	1.1	-8	-1	14	105	0.9	0	-14	1.1
O=C(Cc1ccc(F)cc1)NCCc1ccccc1	5	1	-4	-6	10	100	1	-1	-10	1.1
CC(C)NC(=O)CSc1nnc(COc2ccccc2Cl)o1	12	0.9	6	1	7	102	0.9	4	-7	0.91
Cc1occc1-c1nnc(SCC(=O)c2ccc(Cl)cc2)n1CC1CCCO1 (stereo not drawn)	12	1.1	-6	-22	-17	95	0.9	4	17	0.95
CC1CC2(CCCCC2)Nc2ccc3ccccc3c21 (stereo not drawn)	14	1	-4	-8	1	105	0.9	4	-1	1.1
COc1ccc(C2(O)CN(c3ccc(C)cc3)C3=[N+]2CCCC3)cc1 (stereo not drawn)	9	1	-4	5	2	76	0.9	-4	-2	1.1
Cc1ccc(CNCC(O)(c2ccc(F)cc2)c2ccc(F)cc2)cc1	8	1.1	-8	-1	·	91	0.9	8	·	1
O=C(COC(=O)c1cccc(S(=O)(=O)N2CCN(c3ccccc3)CC2)c1)NCc1ccco1	17	1	-2	12	-8	104	0.8	-2	8	1

Source: PubChem BioAssay
